Assay outcomes: PubChem BioAssay, The Scripps Research Institute Molecular Screening Center
Tn6 DDE FP – disrupts Tn6 cyclic peptide binding to fibrin D-Dimer-E complex; AID 720509; Fibrin DD(E) TRITC-Tn6 fluorescence polarization displacement; inhibition, % at 8.3 µM; 370,000 tested, 0.21% active; P02675;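 active = inhibition above a per-campaign cutoff: mean of compounds within control limits plus 3 SD, cut at about 15% in these data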;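 note: 0% = median of all compound wells on the plate and 100% = blocking peptide control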
DDE Tn7 FP inh – inhibitors of Tn7 peptide binding to human fibrin DD(E) | P02675 | FP displacement of FITC-Tn7 peptide from fibrin DD(E); 0% = median of compound wells per plate | inhibition, % at 8.3 µM | 370,000 tested, 0.13% active | AID 720508;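 active = inhibition above the mean of compounds falling within the control limits plus 3 SD of them, cut at about 14% in these data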;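 note: 0% = plate median of compound wells and 100% = 10 µM Aha-Tn7 peptide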
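Measure: % inhibition scaled between sample-field median and high-control FP; Test system: human fibrin DD(E); Quantity: 2 µM final DD(E) protein; Doses: one dose, 8.3 µM nominal; Schedule: compound with protein 10 min, then 3 h after probe, room temperature; Detection: fluorescence polarization; Medium: Tris buffer with calcium and detergent, pH 7.8.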
UHRF1 binding – UHRF1 methyl-DNA binding inhibition; UHRF1 binding to methylated oligo, TR-FRET; inhibition, % at 4.4 µM; AID 687016; 370,000 tested, 0.75% active; in the data active = inhibition above about 21%;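 note: UHRF1 SRA domain binding a hemimethylated CpG hairpin DNA probe; 0% = median of test compound wells and 100% = reference inhibitor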
Target sequence (Q96T88 whole entry, looked up, the tested form may be a part): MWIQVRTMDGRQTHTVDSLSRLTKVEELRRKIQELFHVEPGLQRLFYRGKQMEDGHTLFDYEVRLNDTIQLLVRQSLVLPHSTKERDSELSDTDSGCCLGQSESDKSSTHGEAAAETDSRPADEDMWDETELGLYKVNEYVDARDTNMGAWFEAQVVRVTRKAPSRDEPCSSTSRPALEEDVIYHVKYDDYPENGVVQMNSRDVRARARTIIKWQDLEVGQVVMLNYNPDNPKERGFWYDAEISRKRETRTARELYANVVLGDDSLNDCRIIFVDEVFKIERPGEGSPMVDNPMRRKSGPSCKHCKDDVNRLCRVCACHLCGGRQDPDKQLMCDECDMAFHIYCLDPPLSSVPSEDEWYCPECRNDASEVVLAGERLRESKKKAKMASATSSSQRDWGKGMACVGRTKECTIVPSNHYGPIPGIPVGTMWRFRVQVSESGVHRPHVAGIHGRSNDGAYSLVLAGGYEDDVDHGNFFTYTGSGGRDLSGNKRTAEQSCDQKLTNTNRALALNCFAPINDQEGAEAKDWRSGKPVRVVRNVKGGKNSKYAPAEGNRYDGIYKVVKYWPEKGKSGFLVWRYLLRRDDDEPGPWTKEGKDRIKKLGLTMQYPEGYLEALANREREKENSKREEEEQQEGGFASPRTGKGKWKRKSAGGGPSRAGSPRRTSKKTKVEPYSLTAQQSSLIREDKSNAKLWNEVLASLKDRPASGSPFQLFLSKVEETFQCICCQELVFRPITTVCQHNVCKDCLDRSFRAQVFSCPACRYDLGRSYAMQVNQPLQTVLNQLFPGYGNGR
KLK7 zymogen act – proKLK7 (human) activation, primary screen; activation, % at 7 µM; purified proKLK7, EDANS-DABCYL substrate fluorescence; 100% is mature enzyme control, 0% vehicle; 370,000 tested, 0.9% active; AID 652039; P49862;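 active = activation above the mean of all tested compounds plus 3 SD, computed per campaign excluding outliers beyond control limits, cut at about 13% in these data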
ASAP1 GAP inh – inhibitors of human ASAP1 ArfGAP activity | Q9ULH1 | ASAP1-stimulated ARF1 GTP hydrolysis, GDP FP detection | inhibition, % at 16.5 µM | 360,000 tested, 0.19% active | AID 624377; in the data active = inhibition above about 25%;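 note: 0% = vehicle with enzyme and substrate and 100% = no enzyme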
MBD2 inh – blocks human MBD2 binding to methylated DNA. Q9UBB5. TR-FRET, MBD2 binding to methylated oligonucleotide. inhibition, % at 4.4 µM. 370,000 tested, 0.31% active. AID 686964; in the data active = inhibition above about 13%
ADAM17 inh – ADAM17 inhibition, QFRET primary screen. P78536. inhibition, % at 6.95 µM. 370,000 tested, 0.83% active. recombinant ADAM17, EDANS/DABCYL FRET peptide cleavage;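 active = inhibition above the mean of compounds lying between control limits plus 3 SD, set per campaign, cut at about 8.5% in these data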;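 note: 0% = DMSO-only wells as the low control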
ARFGAP1 inhibitor – rat ARFGAP1 inhibition; inhibition, % at 16.5 µM; Q62848; 360,000 tested, 0.26% active; Arfgap1-stimulated ARF1 GTP hydrolysis, GDP FP detection;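 active = inhibition above a per-plate limit, mean inhibition of low control wells plus 3 SD, cut at about 25% in these data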;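 note: 0% = DMSO wells with enzyme and 100% = wells lacking Arfgap1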
Target sequence (Q62848 1-136 limits assumed): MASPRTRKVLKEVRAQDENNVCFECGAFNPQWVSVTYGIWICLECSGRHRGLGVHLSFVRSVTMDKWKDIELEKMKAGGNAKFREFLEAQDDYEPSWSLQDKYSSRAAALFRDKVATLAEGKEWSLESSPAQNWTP
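Material – truncated rat Arfgap1 GAP domain · Buffer or medium – HEPES-based buffer, pH 7.5 · Reagent – human ARF1(Δ1-17)-GTP substrate · Dosing – 16.5 µM single point, 1.26% DMSO · Schedule – GTP hydrolysis reaction 2 h at 25 °C · Technique – GDP detection by fluorescence polarization · Benchmarks – No-Arfgap1 wells (100%) versus DMSO full-reaction wells (0%) · Repeats – single replicate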
PLC-gamma1 inh – blocks human PLC-gamma1 enzyme activity | 370,000 tested, 0.84% active | P19174 | purified PLC-gamma1, fluorogenic substrate, fluorescence | AID 720700 | inhibition, % at 12.2 µM; in the data active = inhibition above about 9.5%
PLCb3 inh – blocks human PLC-beta3 enzyme activity. Purified PLC-beta3, fluorogenic substrate, fluorescence. AID 720704. 370,000 tested, 0.18% active. Q01970. inhibition, % at 12.2 µM; in the data active = inhibition above about 11%;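 note: 0% = median of compound wells on plate and 100% = full blocker control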
Starred values were filed as active, the others as inactive; i = inactive; · = not tested or not shown.

SMILES | Tn6 DDE FP | DDE Tn7 FP inh | UHRF1 binding | KLK7 zymogen act | ASAP1 GAP inh | MBD2 inh | ADAM17 inh | ARFGAP1 inhibitor | PLC-gamma1 inh | PLCb3 inh
CSC[C@H]1CN(CCc2ccccc2)C(=O)[C@@H]1CC(=O)Nc1ccc(Br)cc1 | 1 | 0 | 11 | 0.1 | -4 | 11 | 0 | -3 | 0 | -2
Cc1ccc2nc(/C(C#N)=C\c3ccc(OC(=O)c4cccs4)cc3)[nH]c2c1 | -10 | -5 | -1 | -6.9 | 8 | -2 | -20 | 11 | -195 | -257
COc1ccccc1CNC(=O)N1CCN(Cc2nc3ccccc3c(=O)[nH]2)CC1 | -7 | 2 | 1 | -0.3 | · | 5 | 6 | · | -2 | 0
COC(=O)CN1C(=O)C2(C(C#N)=C(N)Oc3cc(C)oc(=O)c32)c2ccccc21 (stereo unspecified) | -5 | -6 | -3 | -0.3 | 3 | 2 | -2 | -2 | 0 | 3
COc1ccc(NC(=O)CN2C(=O)C(C)Oc3ccccc32)cc1OC (stereo unspecified) | 2 | 14* | -3 | 0.6 | -12 | -8 | 0 | 0 | 1 | -6
Cc1cc(=O)oc2c1c(C)nn2-c1ccc(Br)cc1 | 3 | 2 | -3 | -0.1 | -17 | -2 | 1 | -14 | -1 | 1
O=C(O)CCc1nn2cc(-c3ccccc3)nc2[nH]c1=O | -2 | -4 | 3 | 56* | 6 | -1 | -312 | 4 | i | i
COc1ccc(N(Cc2cc3cc(OC)ccc3[nH]c2=O)C(=O)c2cccnc2)cc1 | 21* | 23* | 0 | -0.6 | 3 | 2 | -12 | 0 | -3 | -6
Nc1ncnc2c1ncn2[C@@H]1O[C@H](C(=O)N2CCN(c3nc4ccccc4o3)CC2)[C@@H](O)[C@H]1O | -6 | -3 | 4 | -0.8 | 1 | -1 | -2 | -2 | 2 | 3
O=C(O)CCSc1nnc(-c2ccncc2)n1-c1ccccc1 | -3 | -6 | 1 | -0.4 | -15 | -5 | -4 | 13 | -2 | 1
CCCCC[C@@H]1CCCCC[C@@H](O)C[C@H](O)[C@H](O)/C=C/C(=O)O1 | -5 | 2 | -1 | -0.8 | -1 | -3 | -2 | -18 | 0 | 4
COc1ccc(OC)c(N(CC(=O)N2CCc3ccccc3C2)S(C)(=O)=O)c1 | 6 | 2 | -2 | 0.2 | -2 | 1 | -3 | -2 | 2 | 3
Cn1nccc1C(=O)N1CCCC(Nc2ccc(F)cc2)C1 (stereo unspecified) | 3 | -7 | 0 | 0.0 | -18 | 3 | -2 | 3 | -1 | -9
Cc1nn(CCC#N)c(NC(=O)c2ccccc2)c1P(=O)(Nc1ccc(Br)cc1)N1CCOCC1 (stereo unspecified) | 2 | -1 | 0 | -0.3 | -6 | -1 | 0 | 4 | 2 | -2
O=C1CCCc2c1cc(C(=O)NC1CCSC1=O)c(=O)n2-c1ccccc1 (stereo unspecified) | -8 | 9 | -2 | 0.2 | -7 | 1 | -21 | 6 | -4 | -3
Cc1ccc(-c2cc(C(=O)n3cnc4ccccc43)c3ccccc3n2)cc1C | 7 | 1 | 0 | 2.6 | 1 | 0 | -98 | -3 | -43 | -61
CCOc1ccc(C2C(C#N)=C(N)Oc3nc[nH]c(=O)c32)cc1OC (stereo unspecified) | -8 | -7 | 1 | -0.1 | 8 | -2 | -4 | 12 | -9 | -12
O=C(NC1CCCCC1)C1CCCN(S(=O)(=O)c2cnc[nH]2)C1 (stereo unspecified) | 4 | 3 | 1 | -0.3 | 10 | -2 | 1 | 5 | 0 | 0
CCN(CC(=O)Nc1ccc(Cl)c(C(F)(F)F)c1)CC(=O)NC1CCS(=O)(=O)C1 (stereo unspecified) | -6 | 2 | 3 | 0.3 | -10 | 0 | -4 | 13 | 3 | 1
CN1CCN(S(=O)(=O)c2cc(C(F)(F)F)ccc2Cl)CC1 | -4 | -4 | 31* | 0.5 | 9 | 1 | -3 | 7 | 1 | 1
O=C(CCC1CCCN(C(=O)Cn2cnnn2)C1)NCc1ccc(F)c(F)c1 (stereo unspecified) | 1 | -3 | -3 | -0.2 | -1 | 1 | -5 | 3 | 3 | -6
CCOc1ccc(C(=O)Nc2ccc(Cc3ccncc3)cc2)cc1Br | -10 | 6 | 3 | -0.8 | 1 | 1 | 3 | -1 | 2 | -2
COc1cc2c(cc1OC)C(c1ccccc1)N(C(=O)C(C)(C)C)CC2 (stereo unspecified) | 0 | -1 | -1 | 0.6 | -9 | -3 | -2 | -10 | 0 | -2
CC(OC(=O)c1ccco1)C(=O)Nc1ccc(Cl)cn1 (stereo unspecified) | 1 | 15* | -2 | 0.8 | -3 | 4 | -7 | -4 | 1 | -6
O=C1c2cccnc2C(=O)N1C1CCCCC1 | 7 | 0 | 3 | 0.6 | 0 | 2 | -4 | 10 | 5 | 3
COC/C=C/C1=CC2=CC(=O)C(C)(OC(=O)c3cnc4ccccc4n3)C(=O)C2=CN1c1ccccc1 (stereo unspecified) | -3 | 1 | -5 | -0.1 | 8 | -8 | -2 | 6 | -16 | -15
O=C(OCc1cc2ccccc2[nH]c1=O)c1ccncc1 | 2 | 1 | -4 | 0.3 | 6 | 3 | -6 | -1 | -1 | -5
CCOC(=O)c1ccc(NC(=S)NN2CCN(C)CC2)cc1 | -3 | -1 | -6 | -0.3 | 0 | -1 | -2 | 2 | 2 | 0
COCC(=O)N1CCC(Oc2ccc(C(=O)NC(C)c3nc(C)sc3C)cc2)CC1 (stereo unspecified) | 9 | 6 | 1 | 0.2 | 4 | -6 | 1 | 0 | 3 | -7
CCCS(=O)(=O)NC(=O)C1(C)CCN(C(=O)Cc2ccc(OC)cc2)C1 (stereo unspecified) | -1 | 1 | 4 | -0.1 | -12 | -4 | -6 | 15 | -3 | 5
CC1(c2nnnn2-c2ccc3c(c2)OCCO3)CCC(=O)N1Cc1cccc(C(F)(F)F)c1 (stereo unspecified) | 5 | -4 | -2 | 1.7 | 2 | -6 | 2 | -16 | -3 | -3
O=C(c1cccc(C(F)(F)F)c1)N1CCCCCC1 | 7 | 2 | 19 | -0.3 | 7 | 5 | -4 | -6 | -1 | -1
C[C@H](CO)N1C[C@H](C)[C@H](CN(C)Cc2ccccc2)Oc2ccc(NC(=O)Nc3ccc(F)cc3)cc2C1=O | -5 | 1 | -1 | 0.1 | 14 | 4 | 2 | 1 | 0 | -1
COc1cc2cc(CCOC(=O)c3ccco3)oc(=O)c2cc1OC | 5 | -1 | 3 | 0.1 | 7 | 4 | -2 | -2 | 1 | 1
COC(=O)C1CCN(c2ccc(Cl)nn2)CC1 | -6 | 0 | 1 | 0.4 | -1 | 6 | -6 | 3 | -4 | -3
O=C1NC2(CCCCCC2)N=C1c1ccc(F)cc1 | 3 | 3 | 4 | 0.2 | 4 | -5 | 1 | 0 | 3 | 2
C=CCn1c(Br)nc2c1c(=O)[nH]c(=O)n2C | 5 | -4 | 3 | -0.4 | 3 | 3 | -2 | -4 | 0 | 3
O=C1C(CCS(=O)c2ccccc2)C(=O)N(c2ccccc2)N1c1ccccc1 (stereo unspecified) | 3 | -9 | -1 | 0.4 | 6 | 2 | -2 | 8 | -3 | 3
CC(=O)n1c(-c2ccccc2)c(-c2ccccc2)n(C)c1=O | -3 | -8 | 1 | 10 | 7 | 1 | -71 | -4 | -62 | -82
COc1cccc(NC(=O)CN(C)C(=O)c2cccc(S(=O)(=O)N3CC4(C)CC3CC(C)(C)C4)c2)c1 (stereo unspecified) | 9 | 3 | 1 | -0.2 | -4 | -3 | -3 | 0 | -3 | -3
CC1CCN(S(=O)(=O)c2ccc(C(=O)Nc3ccccn3)cc2)CC1 | 3 | 5 | 4 | 0.9 | -13 | 1 | -3 | -5 | -2 | -10
COc1cccc(CNC(=O)[C@@H]2CCCN2C(=O)[C@H]2CCCCN2C(=O)c2cccc(OC)c2)c1 | 0 | 0 | 0 | -0.7 | 1 | -2 | -6 | 4 | 0 | 0
Cc1cc(C)nc(N/N=C/c2cc(C)n(CC(F)(F)F)c2C)n1 | 4 | -2 | -4 | -0.2 | -2 | -2 | -5 | -7 | -3 | -9
Cc1ccnc(NC(=O)c2cccc(NC(=O)c3ccc(Cl)c(Cl)c3)c2)c1 | 1 | 2 | 0 | 0.3 | 7 | 4 | -1 | 10 | 0 | -3
CC(=O)Nc1ccc(C(=O)NNC(=O)c2ccc(Cl)cc2Cl)cc1 | 3 | 3 | -2 | -0.5 | -19 | -8 | 0 | -2 | 3 | -5
Cc1cc(C)n(-c2cc(-c3ccccc3)nc(C)n2)n1 | 1 | 2 | -5 | -0.5 | -3 | -5 | 2 | 8 | 2 | 6
Cc1cc(F)ccc1C(O)c1ncc(-c2ccccc2Cl)[nH]1 (stereo unspecified) | 3 | -1 | 1 | -0.6 | 1 | 1 | -2 | 9 | 1 | -2
COCCN1CN(S(=O)(=O)c2cccc(Cl)c2)c2nc3ccccc3nc21 | -3 | -2 | -5 | 2.2 | 5 | -1 | -216 | 6 | -55 | -82
Cc1oc2cc(OC(=O)c3ccco3)ccc2c(=O)c1-c1nc2ccccc2n1C | 2 | -3 | -1 | 16* | -11 | 0 | -39 | 1 | -126 | -161
COc1ccc(-c2cccc(NS(=O)(=O)c3ccc([N+](=O)[O-])cc3)c2)nn1 | -10 | -3 | -5 | 0.1 | 0 | 1 | -1 | 4 | 1 | -6
COc1ccccc1Nc1nn2c(=O)c3ccc(C(=O)N4CCCCC4)cc3nc2s1 | -8 | -4 | 1 | 0.0 | 12 | -2 | -1 | 7 | 1 | -5
O=C(NCc1ccccn1)c1ccccc1OCc1ccccc1Cl | -6 | 4 | 0 | -0.3 | -5 | -7 | -4 | 2 | 3 | -5
CC(C)(Oc1ccc(Cl)cc1)C(=O)NC1CC1 | -9 | 0 | 3 | 0.0 | -4 | 5 | -9 | 16 | -1 | -7

An excerpt of these results, with values under each structure.
Sequence of screens – Tn6 DDE FP	DDE Tn7 FP inh	UHRF1 binding	KLK7 zymogen act	ASAP1 GAP inh	MBD2 inh	ADAM17 inh	ARFGAP1 inhibitor	PLC-gamma1 inh	PLCb3 inh
- Cc1cc(C)n(-c2cc(-c3ccccc3)nc(C)n2)n1
→ 1	2	-5	-0.5	-3	-5	2	8	2	6
- Cc1cc(F)ccc1C(O)c1ncc(-c2ccccc2Cl)[nH]1 (stereo unspecified)
→ 3	-1	1	-0.6	1	1	-2	9	1	-2
- COCCN1CN(S(=O)(=O)c2cccc(Cl)c2)c2nc3ccccc3nc21
→ -3	-2	-5	2.2	5	-1	-216	6	-55	-82
- Cc1oc2cc(OC(=O)c3ccco3)ccc2c(=O)c1-c1nc2ccccc2n1C
→ 2	-3	-1	16*	-11	0	-39	1	-126	-161
- COc1ccc(-c2cccc(NS(=O)(=O)c3ccc([N+](=O)[O-])cc3)c2)nn1
→ -10	-3	-5	0.1	0	1	-1	4	1	-6
